Screening results from PubChem BioAssay.
T cell modulator = modulates CD8 T cell binding to vesicles; calls only at 7 µM; actives 0.068% (n = 330,000); 2C CD8+ T cell-vesicle binding, flow cytometry; stronger effect = lower value;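 active means response, share of CD8 T cells binding vesicles, and their 90th percentile fluorescence all below set limits, cut at about 80% in these data, passing the limit was not always enough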
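Also added: QL9-peptide-loaded Drosophila micro-vesicles bearing Ld, ICAM-1 and B7-1; Test system: purified 2C TCR transgenic mouse naive CD8+ T cells; Measured by: cytometric PE anti-B7-1 and Alexa647 anti-CD8 signals after 1% paraformaldehyde fixation; Timing: binding step 1.5 h, 37 °C, antibody labelling 20 min, ice.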
Lipid droplet = modulators of hepatic lipid droplet formation | AML12 mouse hepatocytes, oleate lipid droplets, BODIPY imaging | inhibition, % at 6.5 µM | actives 0.4% (n = 240,000);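 active means lipid droplet intensity inhibited by at least 50%, with more than 500 cells counted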
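System: AML12 hepatocytes (mouse). Probe or stimulus: oleic acid at 100 µM to induce lipid droplet formation. Times: overnight treatment with compound plus oleate. Detection: Image-based BODIPY and DAPI two-channel analysis. Evaluation: percent inhibition of filter-corrected integrated lipid droplet intensity per well.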
Lipid droplet cells 6.5 µM = second read-out of Lipid droplet, no call of its own (marks repeat the call); cell count; measured here: cell count, cytotoxicity flag;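 cells counted across two imaged fields per well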
T cell modulator vesicle-bound % = second read-out of T cell modulator, no call of its own (marks repeat the call); double positive events, %; measured here: CD8+ vesicle-bound cell fraction;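 binding gate set so that unloaded-vesicle control wells show 10% double positive cells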
Starred values were filed as active, the others as inactive; i = inactive. Only part of the results is shown (hit frequency here may not be typical).

SMILES	T cell modulator	T cell modulator vesicle-bound %	Lipid droplet	Lipid droplet cells 6.5 µM
O=C(Nc1cccc(-c2cscn2)c1)C1CCN(Cc2ccc(CO)o2)CC1	i	9	-4	709
CNC(=O)c1[nH]nc2c1CCc1cc(OC)ccc1-2	i	34	32	841
Cc1ccc(Cl)cc1NC(=O)CCC(=O)NCc1ccco1	i	52	-3	781
COc1ccc(Cl)cc1N1C(=O)c2cccnc2C1=O	i	35	-1	809
COc1ccc(CN(C)C2CCN(C)CC2)cc1OC	i	67	2	756
O=C(COc1ccc(F)cc1)NCCN1CCCC1	i	65	10	855
O=C(CN1CCCCCC1)Nc1ccc(Br)cn1	i	31	-3	860
COc1cc2c(cc1OC)C(COc1ccc([N+](=O)[O-])cc1)N(C(C)=O)CC2 (stereo unspecified)	i	24	9	844
CSc1ccccc1C(=O)N(C)C(c1ccccc1)c1ccccc1	i	29	-6	757
Cc1ccc(OCCN2CCOCC2)cc1C	i	49	-2	788
Cc1cc(S(=O)(=O)N2CCOCC2)ccc1OCC(=O)Nc1ccccc1C(F)(F)F	i	17	12	873
Cc1cc(C)c(S(=O)(=O)N(C)CC(=O)NCCCn2ccnc2)c(C)c1	i	30	-25	794
O=S(=O)(O)c1cc(OS(=O)(=O)c2ccccc2)cc2ccccc12	i	51	1	802
O=C(NC1CCCC1)C1CCN(C(=O)c2cccc(Cl)c2)CC1	i	36	-3	836
C[C@H](NC(=O)c1nc[nH]c1C(=O)N[C@@H](CCCCNC(=O)OC(C)(C)C)C(=O)OC(C)(C)C)C(=O)OCc1ccccc1	i	46	-2	838
Cc1ccc(C)c(NS(=O)(=O)c2ccccc2C)c1	i	11	-15	665
Cc1cccc(NS(=O)(=O)c2cc3c4c(c2)CC(=O)N4CCC3)c1C	i	56	-54	750
CN(c1ccccc1C(=O)NCc1ccccc1Cl)S(=O)(=O)c1ccccc1	i	55	-3	827
COc1ccccc1C(CCNCc1ccccc1)c1ccc(OC(C)C)cc1 (stereo unspecified)	i	22	-8	837
Cc1nc(-c2ccc(S(=O)(=O)Nc3ccc(Br)cc3F)cc2)co1	i	45	3	709
O=S(=O)(Nc1cccc(-n2cnnn2)c1)c1ccccc1	i	48	-3	689
O=C(Nc1ccccc1F)c1cc(S(=O)(=O)N2CCOCC2)cs1	i	67	6	839
Cn1nc(-c2ccc(C(=O)NC3CCCCC3)cc2)c2ccccc2c1=O	i	22	-1	836
Cc1nccn1CC(O)COc1ccc([N+](=O)[O-])cc1 (stereo unspecified)	i	25	-21	394
O=C(O)c1ccc(NC(=O)c2cc3ccccc3o2)cc1	i	50	-2	844

As a working copy, 5 of the compounds above:
SMILES	T cell modulator	T cell modulator vesicle-bound %	Lipid droplet	Lipid droplet cells 6.5 µM
O=S(=O)(Nc1cccc(-n2cnnn2)c1)c1ccccc1	i	48	-3	689
O=C(Nc1ccccc1F)c1cc(S(=O)(=O)N2CCOCC2)cs1	i	67	6	839
Cn1nc(-c2ccc(C(=O)NC3CCCCC3)cc2)c2ccccc2c1=O	i	22	-1	836
Cc1nccn1CC(O)COc1ccc([N+](=O)[O-])cc1 (stereo unspecified)	i	25	-21	394
O=C(O)c1ccc(NC(=O)c2cc3ccccc3o2)cc1	i	50	-2	844

The listing continues:
SMILES	T cell modulator	T cell modulator vesicle-bound %	Lipid droplet	Lipid droplet cells 6.5 µM
COCCNC(=S)Nc1ccc2nc(N3CCN(C)CC3)cc(C)c2c1	i	21	-34	844
CC1CCN(CC(C)OC(=O)c2ccco2)CC1 (stereo unspecified)	i	28	18	817
O=c1c(O)c(-c2ccc(O)c(O)c2)oc2cc(O)cc(O)c12	i	26	21	739
CCOc1cccc(-c2cc(C(=O)Nc3ccon3)c3ccccc3n2)c1	i	17	40	786
O=C(NCC1CCCN(C(=O)c2cccc(C(F)(F)F)c2)C1)c1ccc(F)cc1 (stereo unspecified)	i	15	-17	768
O=C(Nc1ccc2c(c1)OCO2)C1CC(c2ccccc2O)=NO1 (stereo unspecified)	i	63	-10	868
Cc1nc(NCCC(C)C)c2nnn(Cc3ccccc3)c2n1	i	54	-2	768
Cc1c(Cl)cccc1NC(=S)NCc1ccc(F)cc1	i	59	-11	829
O=C1c2ccccc2C(=O)N1C(CO)C(O)c1ccc([N+](=O)[O-])cc1 (stereo unspecified)	i	58	-10	812
O=C(C[n+]1ccc(-c2ccccc2)cc1)Nc1ccc([N+](=O)[O-])cc1	i	20	1	830
CCc1nnc(NC(=O)CN2CCN(Cc3cccc(OC)c3)CC2)s1	i	57	4	824
COc1ccc2cc(S(=O)(=O)NC3CC(C)(C)NC(C)(C)C3)ccc2c1	i	27	-37	627
C/C(=N\NC(=O)c1nnn(-c2nonc2N)c1-c1ccc2c(c1)OCO2)c1cccs1	i	23	10	660
O=[N+]([O-])c1ccc(S(=O)(=O)N/N=C/c2ccsc2)cc1	i	7	6	755
CC(NC(=O)c1cccc(N(C)C)c1)c1ccc(-n2ccnc2)cc1 (stereo unspecified)	i	15	-10	811
CCOc1ccc(CCNC(=O)CN2C(=O)CCSc3ccccc32)cc1	i	35	-9	734
CCN1CCN(c2ccc(S(=O)(=O)N3CCOCC3)cc2NC(=O)CCOc2ccccc2)CC1	i	12	0	875
Cc1cc(SCC(=O)c2ccccc2)nc(=O)[nH]1	i	24	-6	769
COc1ccccc1N(CC(=O)NCCSc1ccccn1)S(=O)(=O)c1ccccc1	i	23	-33	770
COc1ccccc1NC(=O)c1ccc2c(c1)N(CC(=O)NC(C)(C)C)C(=O)C(C)(C)O2	i	26	-5	701
Cc1ccc(NC(=O)CSc2n[nH]c(-c3cccnc3)n2)cc1Cl	i	15	8	721
Cc1ccc(NC(=O)C2CCN(C(=O)[C@@H]3Cc4ccccc4CN3)CC2)cc1	i	30	-17	713
CCOC(=O)N1CCN(C(=O)c2cc3ccccc3o2)CC1	i	18	9	839
O=C(NCc1ccccn1)Nc1ccccc1Cl	i	7	-2	837
Cc1sc2ncnc(N3CCN(Cc4ccccc4)CC3)c2c1-c1ccc(F)cc1	i	12	-22	768

Record cards, as listed above. Screens in order: T cell modulator | T cell modulator vesicle-bound % | Lipid droplet | Lipid droplet cells 6.5 µM
Entry for CC(NC(=O)c1cccc(N(C)C)c1)c1ccc(-n2ccnc2)cc1 (stereo unspecified) → i | 15 | -10 | 811
Entry for COc1ccccc1NC(=O)c1ccc2c(c1)N(CC(=O)NC(C)(C)C)C(=O)C(C)(C)O2 → i | 26 | -5 | 701
Entry for COc1ccccc1N(CC(=O)NCCSc1ccccn1)S(=O)(=O)c1ccccc1 → i | 23 | -33 | 770
Entry for O=c1c(O)c(-c2ccc(O)c(O)c2)oc2cc(O)cc(O)c12 → i | 26 | 21 | 739
Entry for O=C(C[n+]1ccc(-c2ccccc2)cc1)Nc1ccc([N+](=O)[O-])cc1 → i | 20 | 1 | 830

Later entries:
SMILES	T cell modulator	T cell modulator vesicle-bound %	Lipid droplet	Lipid droplet cells 6.5 µM
Cn1c2ccccc2c2cc(/C=N/NC(=O)c3ccccc3F)ccc21	i	7	8	810
O=C(NCCOc1ccccc1)C1CCC(=O)N(CCc2ccc(Cl)cc2)C1 (stereo unspecified)	i	54	0	741
O=C(CSc1nnnn1Cc1ccccc1)Nc1cccc(F)c1	i	24	4	810
C/C(=N\NC(=O)c1nnn(-c2nonc2N)c1-c1ccc2c(c1)OCO2)c1ccc(F)cc1	i	42	-4	683
Cn1c(CN2CCOCC2)nnc1SCC(=O)Nc1ccc([N+](=O)[O-])cc1O	i	66	-4	620
COc1ccc(CC(=O)N2CCN(c3ccccc3OC)CC2)cc1OC	i	52	7	775
O=C(c1cccs1)N1CCN(c2ccc(Cl)cc2)CC1	i	63	-3	844
CC(=O)c1cccc(NC(=O)CNC(=O)c2cc3ccccc3o2)c1	i	8	-7	637
O=C1NC2=C(C(=O)CCC2)C(c2ccccc2[N+](=O)[O-])N1 (stereo unspecified)	i	51	9	743
COc1ccc(-c2ncncc2-c2ccc(OC)c(OC)c2)c(O)c1	i	33	2	800
COc1cc2c(cc1OC)C(c1ccc(SC)cc1)CC(=O)N2 (stereo unspecified)	i	51	2	839
O=C(NCc1ccccc1Cl)c1ccc2c(=O)n(CC3CCCO3)c(=S)[nH]c2c1 (stereo unspecified)	i	30	-4	801
O=C(Cc1ccc(Cl)cc1Cl)NC1CCCCCC1	i	22	-7	803
Cc1cccc(C(=O)N(Cc2ccc(C)o2)C2CCS(=O)(=O)C2)c1 (stereo unspecified)	i	65	0	836
CCOC(=O)N1CCN(C(=O)c2ccc3c(=O)n(CCc4ccc(OC)c(OC)c4)c(=O)[nH]c3c2)CC1	i	49	16	684
COc1cccc(OCC(O)CN2CCc3ccccc3C2)c1 (stereo unspecified)	i	41	1	723
Cc1cccnc1NC(=O)c1sc2ccccc2c1Cl	i	17	14	820
COc1ccc(S(=O)(=O)N2CCN(Cc3cccc(OC)c3)CC2)cc1	i	66	-3	827
O=C(Nc1ccc(Oc2ccccc2)nc1)C1CCCCN1Cc1cccc(OCCO)c1 (stereo unspecified)	i	7	-2	725
COc1ccccc1CNC(=O)COc1cccnc1[N+](=O)[O-]	i	28	2	685
CCOC(=O)CC1COCCN1C(=O)c1ccc2oc(Cc3ccccc3)nc2c1 (stereo unspecified)	i	71	-2	828
Cn1c(SCC(=O)NNC(=O)c2ccccc2)nnc1C1CC1	i	36	1	778
CCn1cc(CCCC(=O)NCc2cccnc2)c2ccccc21	i	31	-1	814
CC(C)C[C@@H](COc1ccccc1)N1CCN(CCc2ccccc2)CCC1=O	i	17	2	802
COc1ccc(-c2nc3c(c(SCC(=O)N4CCOCC4)n2)Cc2c(CO)cnc(C)c2O3)cc1	i	36	-2	657
The list goes on.
SMILES	T cell modulator	T cell modulator vesicle-bound %	Lipid droplet	Lipid droplet cells 6.5 µM
Cc1ccc(S(C)(=O)=O)cc1C(=O)N1CC(C(N)=O)Oc2ccccc21 (stereo unspecified)	i	34	-9	710
Cc1cc(NC(=O)c2ccc(Cl)cc2Cl)no1	i	8	13	835
Cc1sc(NC(=O)c2c(F)cccc2F)nc1-c1ccccc1	i	61	-2	840
COc1ccc(C(=O)Nc2nncs2)cc1S(=O)(=O)N1CCOCC1	i	21	-5	801
COc1cc(/C=N\NC(C)=O)ccc1OC/C=C/c1ccccc1	i	62	2	796
CC1(C)Cc2c(cnn2-c2ccccc2)C(NC(=O)CCCn2cncn2)C1 (stereo unspecified)	i	47	-17	639
CN(c1ccc(O)cc1)S(=O)(=O)c1ccc2ccccc2c1	i	8	-7	800
Cc1ccc(NC(=O)CNC(=O)c2ccco2)c(Cl)c1	i	16	-4	778
Cc1ccc(C(=O)N/C(=C\c2cccc([N+](=O)[O-])c2)C(=O)Nc2cccc(C(=O)O)c2)cc1	i	42	-3	800
COc1ccc(Cl)cc1S(=O)(=O)N1CCCC(C(=O)NCc2ccncc2)C1 (stereo unspecified)	i	20	2	816
CC(C)NC(=O)c1ccc2c(c1)N(CC(=O)N1CCCC1)C(=O)C(C)(C)O2	i	48	0	827
COC(=O)CNc1cc(S(=O)(=O)N2CCCCC2)ccc1Oc1cccc(C)c1	i	28	-31	788
CN(C)CCN(C(=O)C1=COCCO1)c1nc2ccc(F)cc2s1	i	39	27	699
COc1cc(/C=C2/SC(=S)N(Cc3ccccc3)C2=O)cc(Cl)c1O	i	67	-20	853
CCOc1ccc(NC(=O)Cc2nnc(SCC(=O)N3CCOCC3)n2C)cc1	i	68	-2	670
Cc1cc(C)c2c(N)c(C(=O)Nc3c(C)n(C)n(-c4ccccc4)c3=O)sc2n1	i	69	9	875
Cc1c(OC(C)C(=O)NCc2ccncc2)ccc2c3c(c(=O)oc12)CCC3 (stereo unspecified)	i	2	-1	638
OC(CN1CCOCC1)Cn1cnc2ccccc21 (stereo unspecified)	i	41	4	723
CCC(=O)c1ccc(OCC(=O)NCCC2=CCCCC2)c(OC)c1	i	52	0	724
O=C(NCc1ccc(F)cc1)C1CCCN(S(=O)(=O)c2ccc(-n3cnnn3)cc2)C1 (stereo unspecified)	i	22	-1	793
Cc1ccc(C)c(NC(=O)CSc2nnc(CNC(=O)c3ccco3)o2)c1	i	28	19	702
COc1ccccc1N1C(=O)c2ccc(C(=O)Nc3ccc(F)cc3)cc2C1=O	i	57	1	809
Cc1ccc(C(C(=O)NC2CCCCC2)N(CC2CCCO2)C(=O)CCCC(=O)Nc2ccccn2)cc1 (stereo unspecified)	i	19	2	753
CNc1nc(-c2c(C)n(C)c3ccc(OC)cc23)cs1	i	17	-8	404
CCN1C(=O)c2cccc3c(S(=O)(=O)NC(Cc4ccccc4)C(=O)O)ccc1c23 (stereo unspecified)	i	27	-3	786
CCCn1cc(CN2CCC(C(=O)Nc3cccc(-c4cscn4)c3)CC2)c(C)n1	i	10	0	686
COc1ccc(/C=N/NC(=O)c2ccncc2)c(OC)c1	i	20	-4	843
CCc1ccc(OCC2NCCc3cc(OC)c(OC)cc32)cc1 (stereo unspecified)	i	30	-10	733
O=C(Cc1ccc(F)cc1)NCCc1cnc[nH]1	i	46	3	877
CN(C)S(=O)(=O)c1ccc(C(=O)NCc2nnc(SCC(=O)NCc3ccco3)o2)cc1	i	12	-7	844
